Compound activity (PubChem BioAssay)
ER stress rescue: rescue of cells from ER stress-induced death, primary screen, 384-well, CSM14.1, thapsigargin, ATP luminescence (AID 1222); CSM14.1 thapsigargin-induced death rescue, ATP luminescence; higher % means a stronger effect; one-dose cellular ATP content (survival), % at 20 µM; EC50 in µM for titrated hits; 190,000 tested, under 10 active;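 active = EC50 below 50 µM in the dose-response confirmation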;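 also: death triggered by thapsigargin at about 15 µM added after 2 h compound pretreatment; cell ATP read after overnight thapsigargin exposure of roughly 18 to 22 hours; normalized against plate controls of thapsigargin alone and 5% DMSO vehicle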
Lipid droplet: hepatic lipid droplet formation modulation. inhibition, % at 6.5 µM. AML12 mouse hepatocytes, oleate lipid droplets, BODIPY imaging. hit rate 0.4% among 240,000;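 active = lipid droplet intensity inhibited by at least 50%, with more than 500 cells counted; inconclusive = wells with under 300 cells, treated as cytotoxic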
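Material: mouse AML12 hepatocyte cell line, fixed after treatment; Timing: compound with oleate, overnight; Technique: high-content imaging of BODIPY-stained droplets and DAPI nuclei; Probe or stimulus: oleate, 100 µM final; Dosing: compound at 6.5 µM only.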
human PMI inhibitors: MPI inhibition at elevated mannose 6-phosphate – biochemical, fluorescence intensity, high mannose 6-phosphate, primary screen (AID 1220); recombinant PMI enzyme, coupled fluorescence intensity; higher % means a stronger effect; inhibition, % at 20 µM, or IC50 in µM where a hit was titrated; hit rate 0.66% among 190,000
K1F lysis inhibition: inhibition of K1F phage lysis, E. coli UTI89, bacterial capsule biogenesis inhibitors, alamar blue (AID 488966). E. coli UTI89 K1F phage lysis, alamar blue, 2 h; higher % means a stronger effect. inhibition, % at 100 µM; hits with a dose series show IC50 in µM. hit rate 0.02% among 340,000;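 active = phage lysis inhibition, versus mean bacterial control, above a set limit; inconclusive = no clear call, values can overlap the other calls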;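 also: capsule biogenesis inhibitors block K1F phage lysis so surviving cells raise fluorescence; higher fluorescence means more inhibition of phage lysis; actives were called in the ten point dose series up to 300 µM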
WT yeast gro inh: growth inhibition of WT yeast, mitochondrial fusion screen | mitochondrial fusion phenotypic screen, WT strain | hit rate 2.1% among 190,000 | inhibition, % at 10 µM; in the data active = inhibition above about 58%; tested in S. cerevisiae
TNAP activation fold: stimulation of alkaline phosphatase TNAP activity – biochemical, luminescent, no phosphate acceptor, uHTS, primary screen (AID 1001) | purified TNAP, luminescent activation assay, no phosphate acceptor; higher activation fold means a stronger effect | activation fold at 20 µM, or EC50 in µM where a hit was titrated | hit rate 0.03% among 200,000; in the data active = activation fold from about 3, or a potency from the dose series; inactive = the rest, 99 in 100 with activation fold below about 1.6; also: many of its hits are not listed in these tables
Myeloid diff MLP: promotes myeloid progenitor differentiation. ER-HoxA9 myeloid progenitors, lysozyme-GFP differentiation, flow cytometry. calls only at 10 µM. hit rate 1% among 360,000. AID 624256;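 active = normalized GFP-positive differentiation at or above the plate's own cutoff, the solvent-only control mean plus 3 SD; inconclusive = no clear call, values can overlap the other calls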;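 also: cells exposed to compound for four days before flow analysis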
PMI inhibitors: inhibitors of human PMI, primary screen, biochemical, fluorescence intensity, coupled assay (AID 1209); hit rate 0.42% among 190,000; purified PMI enzyme, coupled fluorescence intensity; higher % means a stronger effect; one-dose inhibition, % at 20 µM; IC50 in µM for titrated hits;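 also: plate controls were DMSO vehicle for no effect and wells lacking substrate for full effect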
P. falciparum M1AAP: P. falciparum M1AAP inhibitors, biochemical, fluorogenic H-Leu-NHMec substrate, 1536-well (AID 1445); recombinant M1AAP, H-Leu-NHMec fluorogenic kinetic assay; higher % means a stronger effect; inhibition, % at 30 µM, or IC50 in µM where a hit was titrated; hit rate 0.42% among 220,000;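 active = primary inhibition above the hit cutoff, then over 50% inhibition at one or more dose response concentrations, cut at about 23% in these data, passing the limit was not always enough; inconclusive = conflicting primary data, or primary hits not chosen for dose response; inactive = low primary inhibition, or under 50% at every dose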;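 also: plate controls were DMSO full reaction for no effect and no enzyme background for full effect; strong numbers were not always called active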
WT yeast gro inh mutant strain: recorded beside WT yeast gro inh, whose call it bears; inhibition, %; mitochondrial fusion phenotypic screen, mutant strain inhibition
Lipid droplet cells 6.5 µM: also measured in Lipid droplet; calls as there; cell count; measured here: cell count, cytotoxicity flag;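 cells counted across two imaged fields per well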
Myeloid diff MLP GFP+ MAC1+ %: second read-out of Myeloid diff MLP, no call of its own (marks repeat the call); GFP+ MAC1+ double positive, %; measured here: differentiation confirmed by MAC1 staining
Numbers without * were called inactive; i = inactive; ? = inconclusive; . = not tested or not shown; + = active, no number; [ ] = remark or other dose. Rule as the data show it, unless noted: active = inhibition above about 50%; inactive = the rest.

SMILES	ER stress rescue	Lipid droplet	Lipid droplet cells 6.5 µM	human PMI inhibitors	K1F lysis inhibition	WT yeast gro inh	WT yeast gro inh mutant strain	TNAP activation fold	Myeloid diff MLP	Myeloid diff MLP GFP+ MAC1+ %	PMI inhibitors	P. falciparum M1AAP
COc1cc(NC(=O)c2ccc(OC)c([N+](=O)[O-])c2)ccc1NC(=O)c1cccs1	0.0%	30	675	1%	2.1%[50 µM]	4	-18	1.1	i	0.9	0%	5%
O=C(CN1C(=O)CSc2ncccc21)NCCN1CCOCC1	-0.9%	.	.	-11%	-7.0%	12	2	1.1	i	1.4	-10%	-2%
Cc1ccc2sc(NC(=O)CN3C(=O)CCC3=O)nc2c1C	-5.1%	22	523	10%	0.0%	13	10	1.1	i	3.2	17%	2%
CC1CCCC(C)N1C(=O)CN1CCN(c2nc(-c3ccc(F)cc3)cs2)CC1 (stereo unspecified)	-3.3%	-6	627	17%	3.5%	-11	20	1.1	i	12	21%	0%
O=C(C(=O)N1CCOCC1)c1c[nH]c2ccccc12	-1.2%	28	640	4%	0.4%	-19	-24	1	i	0.2	8%	0%
Cc1nc2cc(C(F)(F)F)ccc2n1C1CCN(CC(=O)NC(C)(C)C)CC1	-0.8%	.	.	4%	0.2%	1	-1	1	i	0.8	5%	-5%
Cc1cccc(C(=O)NC(=S)NNC(=O)c2cccs2)c1	5.2%	17	755	-20%	-11%	48	47	1.1	i	0.2	0%	-16%
CCOc1ccc(-n2c(=O)c3c(C)c(C)sc3n(CC(=O)NCc3ccco3)c2=O)cc1	-1.6%	.	.	-7%	-0.7%	-13	-5	1.1	i	7.6	-4%	1%
CC(C)CC(=O)Nc1ccc2nn(-c3ccccc3)nc2c1	0.9%	-5	649	26%	3.5%	11	-3	1.1	i	0.3	8%	11%
Cn1cnnc1SCC(=O)Nc1ccc(OCc2ccccc2)cc1	-1.4%	4	699	2%	0.2%	2	-11	1.1	i	1.9	4%	-1%
O=C(O)c1ccc(/C=N/n2cc(-c3ccccc3)[nH]c2=S)cc1	.	0	741	.	0.1%	.	.	.	i	0.3	.	12%
Cc1ccc(CN2CCN(Cc3cnn(-c4ccc(Cl)cc4)c3)CC2CCO)o1 (stereo unspecified)	-0.1%	-12	690	-7%	0.4%	-10	-18	1.1	i	0.1	-1%	.
O=C(NCc1n[nH]c(=S)n1-c1ccc(Br)cc1)c1ccc(S(=O)(=O)N2CCCC2)cc1	-1.5%	5	691	-2%	0.2%	-18	0	1.1	i	0.4	2%	5%
Cc1nn(C)c(Cl)c1NC(=O)OCc1ccccc1	-0.7%	-13	647	18%	0.4%	-13	-17	1	i	0.6	16%	4%
CC1=C(C(=O)Nc2ccccc2Cl)C(c2ccc(N(C)C)cc2)NC(=O)N1 (stereo unspecified)	-2.8%	.	.	1%	-0.7%	0	7	1	+	3.8*	-7%	9%
CCOC(=O)c1ccccc1NC(=O)CN(c1ccccc1OCC)S(C)(=O)=O	0.9%	.	.	-3%	1.1%	16	1	1	i	1.1	0%	5%
COc1cc(C(=O)NNC(=O)C2CC=CCC2C(=O)O)cc(OC)c1OC (stereo unspecified)	-0.6%	14	714	1%	-1.1%	-8	-9	1	i	0.7	2%	2%
O=C(O)c1cnc2[nH]c3ccccc3n2c1=O	.	-56	728	.	0.2%	.	.	.	i	0.0	.	1%
CCc1ccccc1NC(=O)CN(C)C(=O)CSc1nnc(Nc2cccc(C)c2)s1	0.2%	3	635	3%	1.8%[50 µM]	17	15	1	i	0.9	7%	2%
Cc1cc(NC(=O)CSc2nnc(-c3ccccc3)c(-c3ccccc3)n2)no1	-0.1%	39	702	1%	0.1%	18	-8	1	.	.	2%	10%
O=c1[nH]cnc2sc3c(c12)CCCC3	-3.1%	-1	764	5%	0.3%	-8	38	0.9	i	0.4	12%	18%
O=[N+]([O-])c1ccc2nc(-c3ccccc3)oc2c1	.	5	665	2%	0.1%	1	15	1.1	i	0.8	-13%	7%
O=S(=O)(NCC(c1ccco1)N1CCN(c2ccccc2)CC1)c1ccc(F)cc1 (stereo unspecified)	-0.9%	-4	623	18%	-0.5%	-11	-13	1	i	0.7	17%	-6%
Cc1cc(C)n2ncc(C(=O)O)c2n1	0.7%	-1	724	-4%	-0.1%	3	-8	1.1	i	1.6	0%	1%
CC(C)(C)c1nnc2sc(SCC(=O)c3ccc(Cl)cc3)nn2c1=O	-0.6%	.	.	-14%	0.0%	42	23	1.2	i	1.1	-10%	1%
O=C(c1ccccc1)c1ccc2nc(-c3ccco3)c(-c3ccco3)nc2c1	4.2%	19	709	-13%	0.0%	24	13	1	i	0.4	-38%	14%
O=C(C1=C(O)C(=O)N(Cc2ccco2)C1c1cccnc1)c1cc2ccccc2o1 (stereo unspecified)	6.5%	8	782	-93%	0.5%	10	13	1	i	0.9	-41%	14%
COc1cc(/C=C/C(=O)c2cccc([N+](=O)[O-])c2)cc(OC)c1OC	2.8%	-11	598	2%	-1.0%	23	19	1.1	?	.	13%	7%
CCOc1ccc(-c2cn3ccccc3n2)cc1[N+](=O)[O-]	-3.9%	-1	623	4%	0.2%	11	5	1	i	0.1	4%	4%
COC(=O)N1CCCc2cc(C)ccc21	-1.5%	-4	668	7%	0.4%	-19	0	1.1	i	1.0	4%	-4%
COc1cccc(C2CC(c3ccccc3)Nc3ncnn32)c1 (stereo unspecified)	.	-19	691	9%	-0.1%	8	1	1	i	2.7	8%	-4%
O=C(COC(=O)COc1ccccc1F)Nc1ccc(Cl)cn1	.	9	716	.	0.5%	.	.	.	i	0.6	.	7%
CCCN(CC(=O)Nc1cccc(S(N)(=O)=O)c1)CC(=O)Nc1ccc(F)c(F)c1F	.	1	703	.	0.2%	.	.	.	i	0.5	.	1%
O/N=C1\CCCc2ccc(Cl)cc21	-2.2%	-4	630	25%	-0.3%	-2	9	1	i	0.1	8%	-1%
Cc1ccc(NCCC(=O)c2cccs2)cc1Cl	-0.2%	1	677	19%	-0.3%	1	-49	1.1	i	0.7	19%	-1%
COc1ccc(C(=O)Nc2ccc(Cl)c(S(=O)(=O)Nc3ccccc3OC)c2)cc1	-1.1%	-6	712	8%	5.6%	30	9	0.9	i	0.1	17%	8%
Cc1ccccc1-c1nc(CS(=O)(=O)CC(=O)Nc2cc(F)ccc2F)c(C)o1	.	-1	542	16%	-0.4%	16	0	1	i	2.9	19%	13%
Cc1ccc(S(=O)(=O)NC2CCCC(C(=O)O)C2)cc1 (stereo unspecified)	0.3%	-24	727	-2%	2.2%	-1	14	1	i	1.7	-3%	8%
CNC(=O)c1cc2c(ccc3ccccc32)oc1=N	-0.2%	14	773	37%	.	7	12	1	.	.	11%	19%
O=C(Cn1cnc2cc([N+](=O)[O-])ccc2c1=O)NCc1ccc(Cl)cc1	0.6%	0	694	4%	0.1%	-19	-7	1	i	0.2	2%	3%
Cc1ccc(C(=O)OCC(=O)c2c(N)n(C)c(=O)n(C)c2=O)cc1S(=O)(=O)N1CCCCC1	5.3%	0	650	18%	0.1%[50 µM]	-8	-3	1.1	i	0.2	10%	9%
O=C(CSc1nc(NS(=O)(=O)c2ccccc2)cc(=O)[nH]1)Nc1ccc(F)cc1	0.2%	.	.	-2%	0.5%	-8	0	1.1	i	1.8	2%	6%
O=C(COC(=O)C1(c2ccc(Cl)cc2)CCCC1)N1CCc2ccccc21	-3.1%	-10	611	6%	1.6%	2	-12	1.1	i	1.0	14%	-3%
COc1cccc(Nc2nc3ccccc3n2C(C)C)c1	-0.7%	-13	729	11%	2.8%	0	1	1	i	0.2	10%	2%
CCc1cc2ccc(C)cc2nc1SCC(=O)Nc1c[nH]c(=O)[nH]c1=O	0.3%	-8	653	-1%	-0.4%	5	9	1.1	i	0.7	-4%	3%
Cc1ccc(S(=O)(=O)N(C)C)cc1NC(=O)c1cncc(Br)c1	-2.6%	-17	503	0%	1.5%[50 µM]	-4	13	1.1	i	0.0	4%	-2%
COc1ccc(/C(O)=C2/C(=O)C(=O)N(Cc3cccnc3)C2c2ccncc2)cc1F (stereo unspecified)	.	-5	642	-60%	0.5%	16	15	1.2	i	0.6	-32%	8%
CC(C)CC(CO)N1CCN(C(=O)c2ccc(C(C)(C)C)cc2)CCC1=O (stereo unspecified)	-1.8%	5	728	-14%	0.9%	-11	-17	1	i	1.4	-16%	9%
O=C(CCC(=O)OCCCC(F)(F)C(F)(F)F)Nc1ccc(Cl)cc1Cl	-1.7%	11	814	1%	-0.1%	1	17	1.1	i	0.4	0%	19%
Cc1ccc(CNC(=O)CN2C(=O)COc3ccc(C)cc32)cc1	2.7%	.	.	-1%	0.6%	-2	2	1	i	0.7	-10%	6%
COc1ccccc1CNCC(O)(c1ccc(Cl)cc1)c1ccc(Cl)cc1	2.1%	.	.	6%	-0.7%	-3	2	1.1	+	2.6*	6%	4%
CCn1c(NC(=O)c2cccc(Cn3cc(Cl)cn3)c2)nc2ccccc21	0.2%	-22	732	-18%	0.1%	14	-11	1.1	i	3.5	-17%	5%
O=C(CN1CCN(C2CCCCC2)CC1)Nc1cccc2ccccc12	-0.7%	15	631	0%	-0.2%	-18	7	1	i	0.3	4%	6%
CSc1nc2nc3c(cc2c(=O)n1-c1ccccc1C)CCCC3	.	2	741	.	0.1%	.	.	.	i	0.3	.	5%
Cc1nn(C)c(C)c1S(=O)(=O)Nc1ccc2c(c1)OCO2	-0.2%	.	.	15%	6.6%	2	-1	1.1	i	0.3	3%	1%
COc1cc(CNCc2ccccn2)ccc1OCc1c(Cl)cccc1Cl	-0.8%	.	.	-2%	4.7%	1	-8	1.3	i	4.4	2%	-3%
COC(=O)COn1c(SCC(=O)OC)nc2ccccc2c1=O	2.8%	-3	744	-5%	-2.9%	7	11	1.1	i	0.0	-1%	1%

Shown as labelled records: entries from further up
> O=C(CN1CCN(C2CCCCC2)CC1)Nc1cccc2ccccc12
  ER stress rescue: -0.7%
  Lipid droplet: 15
  Lipid droplet cells 6.5 µM: 631
  human PMI inhibitors: 0%
  K1F lysis inhibition: -0.2%
  WT yeast gro inh: -18
  WT yeast gro inh mutant strain: 7
  TNAP activation fold: 1
  Myeloid diff MLP: i
  Myeloid diff MLP GFP+ MAC1+ %: 0.3
  PMI inhibitors: 4%
  P. falciparum M1AAP: 6%
> CSc1nc2nc3c(cc2c(=O)n1-c1ccccc1C)CCCC3
  ER stress rescue: .
  Lipid droplet: 2
  Lipid droplet cells 6.5 µM: 741
  human PMI inhibitors: .
  K1F lysis inhibition: 0.1%
  WT yeast gro inh: .
  WT yeast gro inh mutant strain: .
  TNAP activation fold: .
  Myeloid diff MLP: i
  Myeloid diff MLP GFP+ MAC1+ %: 0.3
  PMI inhibitors: .
  P. falciparum M1AAP: 5%
